# High-throughput results: PubChem BioAssay, Broad Institute
# RAD52 anneal inh: RAD52 DNA annealing inhibitors, primary screen, biochemical, FRET, single point, set 2 | DNA repair protein RAD52 homolog (Homo sapiens), P43351 | recombinant RAD52 DNA annealing, FRET fluorescence | inhibition, % at 18.7 µM | hit rate 0.46% among 360,000 | AID 651710, 2012;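 active = every replicate showing at least 50% inhibition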
# Target sequence (P43351 whole entry, looked up): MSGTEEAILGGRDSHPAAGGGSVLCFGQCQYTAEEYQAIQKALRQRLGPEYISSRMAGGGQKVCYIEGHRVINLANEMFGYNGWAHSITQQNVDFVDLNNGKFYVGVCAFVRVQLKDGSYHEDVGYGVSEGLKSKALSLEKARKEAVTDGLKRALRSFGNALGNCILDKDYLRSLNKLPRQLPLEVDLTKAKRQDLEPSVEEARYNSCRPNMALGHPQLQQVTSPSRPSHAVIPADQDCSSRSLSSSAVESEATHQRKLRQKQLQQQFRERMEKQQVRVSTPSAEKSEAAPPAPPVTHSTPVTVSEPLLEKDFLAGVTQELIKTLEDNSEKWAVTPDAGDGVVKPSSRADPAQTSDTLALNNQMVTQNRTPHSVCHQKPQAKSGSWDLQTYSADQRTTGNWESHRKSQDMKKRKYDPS
# Cneo AK release: Cryptococcus neoformans cell lysis inducers, primary screen, AK release luminescence, single concentration. C. neoformans lysis, adenylate kinase release luminescence, 4 h; normalised: neutral wells 0, clomiphene wells 100. lysis activity, % at 15 µM. hit rate 0.2% among 360,000. AID 651654, 2012;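 active = mean lysis activity across replicates of at least 80%, whatever share of replicates individually reach that level; inactive = mean lysis activity below 80%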
#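 Test system: log-phase Cryptococcus neoformans yeast cells; Quantity: yeast cell density of 5 × 10^6 cells/mL; Buffer or medium: YPD; Doses: single compound concentration per well; Timing: 4 h at 37 °C static, read 1 h later; Measured by: AK luminescence; Read-out basis: lysis from increased AK signal; Control set: Clomiphene as positive control.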
# miR-122 sensor: miR-122 Renilla sensor signal increase in Huh7, primary screen, miR-122 inhibitor project, cell-based, single point, plate reader; activation (reporter increase), % at 12.5 µM; Huh7 miR-122 Renilla luciferase sensor, 48 h; neutral wells = 0, positive control = 100; AID 602342, 2012; hit rate 0.3% among 340,000;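 active = mean replicate activation score at least 90 and every replicate individually at or above 90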;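 note: higher luciferase means less miR-122 activity so hits act as miR-122 inhibitors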
# ERAP1 inh: human ERAP1 aminopeptidase inhibitors, primary screen, biochemical, single point, plate reader. recombinant ERAP1, Leu-AMC fluorescence, 60 min. inhibition, % at 10.7 µM. hit rate 0.15% among 340,000;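 active = mean replicate inhibition of at least 30%, or all replicates individually reaching that 30% level; inactive = mean below 30% and not every replicate reaching it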;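 note: 0% = neutral control wells and 100% = L-leucinethiol positive control wells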
# PglD inh: C. jejuni PglD acetyltransferase inhibitors, primary screen, biochemical, DTNB colorimetric, single point. UDP-N-acetylbacillosamine N-acetyltransferase PglD (Campylobacter jejuni). purified PglD enzyme, DTNB colorimetric CoA detection. inhibition, % at 12.5 µM. hit rate 0.098% among 360,000; in the data active = inhibition above about 16%, passing the limit was not always enough; note: strong numbers were not always called active
# RAD54 inh: inhibitors of human RAD54 branch migration, primary screen, biochemical, fluorescence, single point. DNA repair and recombination protein RAD54-like (Homo sapiens), Q92698. inhibition, % at 10.4 µM. RAD54 Holliday junction branch migration, FAM/BHQ fluorescence. hit rate 0.14% among 360,000;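 active = mean normalized replicate activity at least 40 and at least half of replicates scoring 40 or more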;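 note: 0% = median of neutral control wells and 100% = median of positive control wells; inhibitors cause a drop in the FAM fluorescence signal; in these data hits start at about 50%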
# E-selectin induc: E-selectin induction in HUVECs, primary screen, imaging, HUVEC, immunofluorescence imaging, single point; activation, % at 7.58 µM; normalized: neutral wells 0, TNF-alpha wells 100; P16581; hit rate 0.37% among 260,000;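 active = mean E-selectin-positive cell signal at least 10% of the positive control, reached in at least 60% of replicates, without over 20% cell loss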;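 note: in these data hits start at about 27%; measured in HUVEC primary endothelial cells; signal is the percent of cells scored E-selectin positive by PE staining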
# Target sequence (P16581 whole entry, looked up): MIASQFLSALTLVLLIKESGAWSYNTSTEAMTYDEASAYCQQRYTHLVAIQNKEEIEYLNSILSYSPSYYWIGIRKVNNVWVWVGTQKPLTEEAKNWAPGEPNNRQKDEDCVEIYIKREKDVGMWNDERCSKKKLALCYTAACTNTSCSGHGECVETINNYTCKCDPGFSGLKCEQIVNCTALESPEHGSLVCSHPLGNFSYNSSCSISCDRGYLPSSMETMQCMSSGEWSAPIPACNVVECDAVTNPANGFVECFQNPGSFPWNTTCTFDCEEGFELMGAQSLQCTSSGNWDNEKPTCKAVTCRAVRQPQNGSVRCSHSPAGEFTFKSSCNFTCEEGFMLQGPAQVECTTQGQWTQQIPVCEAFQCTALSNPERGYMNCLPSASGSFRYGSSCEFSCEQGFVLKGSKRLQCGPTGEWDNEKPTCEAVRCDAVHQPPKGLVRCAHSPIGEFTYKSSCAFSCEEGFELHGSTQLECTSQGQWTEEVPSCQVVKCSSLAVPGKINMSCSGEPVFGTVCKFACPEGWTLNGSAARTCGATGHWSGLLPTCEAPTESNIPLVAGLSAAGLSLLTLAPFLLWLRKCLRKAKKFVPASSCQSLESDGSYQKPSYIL
#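 Test system: HUVEC; input: 3,000 HUVEC/well; measured by: immunofluorescence imaging; read-out: % PE-positive cells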
# PGC1a acetyl inh: inhibitors of PGC1a acetylation signal, primary screen, cell-based, U2OS, AlphaScreen, inhibitor mode; AlphaScreen anti-acetyl-lysine; with virally co-expressed GCN5 acetyltransferase; inhibition, % at 15.6 µM; hit rate 0.17% among 350,000;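 active = every replicate shows inhibition of at least 40%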;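 note: 0% = neutral control wells and 100% = positive control wells; some results beyond the cut were filed as inactive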
# An asterisk follows results filed as active; · = not tested or not shown; & = joins results of further samples; [ ] = dose if it differs, or a comment.
no.	smiles	RAD52 anneal inh	Cneo AK release	miR-122 sensor	ERAP1 inh	PglD inh	RAD54 inh	E-selectin induc	PGC1a acetyl inh
1	CNC[C@H]1Oc2ccc(NC(=O)C3CCCCC3)cc2C(=O)N([C@H](C)CO)C[C@@H]1C	-7.6	28.0	-3.9[16.7 µM]	-0.2	1.7	17.1	0.2	8.4
2	COCC(=O)Nc1ccc2c(c1)C(=O)N(C)C[C@H](OC)[C@H](C)CN(Cc1cc(F)ccc1F)[C@H](C)CO2	-5.2	-0.3	·	-2.5	2.4	-4.5	-0.1	-8.1
3	COc1cccc(C(=O)NC2CC3CCCC(C2)N3CC(=O)Nc2ccccc2)c1 (stereo not given)	·	1.1	3.0	·	4.6	-2.2	·	-2.7
4	COc1ccc(C(=O)COC(=O)c2ccccn2)c(OC)c1	-34.6	-3.3	16.7	-1.9	-4.0	0.3	3.2	4.8
5	COc1ccccc1S(=O)(=O)N1CC[C@@H]2[C@H]1c1cc(-c3cccc(C#N)c3)ccc1N(C)[C@H]2CO	·	-2.3	4.6[16.7 µM]	·	0.8	2.6	-0.1	-0.7
6	COc1ccc2c(c1)NC(C)(C)C=C2C	-3.2	-0.4	-3.5	-0.2	-4.1	-6.0	·	5.4
7	O=C(C1CCCC1)N1C[C@@H]2N[C@H](C1)C2c1ccc(/C=C/c2ccccc2)cc1 (stereo not given in full)	58.0*	·	·	1.1&1.7	·	·	2.8&-0.6	-9.7&-15.2
8	Cc1nc2ccc(NC(=O)c3ccco3)cc2nc1C	-6.4	·	·	-3.1	·	·	5.2	-2.4
9	COc1cc(NC(=O)c2ccccc2)c(OC)cc1NC(=O)Cc1ccc(C)cc1	-4.4	0.2	0.2	-0.3	-4.1	-3.5	·	·
10	Cc1ccc(NC(=O)COc2ccc(C(=O)c3ccccc3)cc2)c(O)c1	-14.8	-1.3	-3.4	-1.8	6.3	-11.4	-0.2	·
11	O=C(Nc1ccc(C(=O)N2CCCCC2)cc1)C1CC1	-2.7	2.0	8.1	-1.2	0.6	2.4	0.1	-1.8
12	N#C[C@H]1[C@@H](c2ccccc2C2=CCCCC2)[C@H](CO)N1C(=O)CN1CCOCC1	0.0	·	·	0.8	·	·	0.0	4.8
13	C[C@@H]1CN([C@@H](C)CO)C(=O)c2cc(NC(=O)Nc3ccc4c(c3)OCO4)ccc2O[C@@H](C)CCCCO[C@@H]1CN(C)Cc1ccc(C(F)(F)F)cc1	-1.3	0.0	-6.9[16.7 µM]	-3.7	2.2	-1.5	0.0	-7.3
14	COc1ccc(OC)c(NC(=O)CSc2nnc(CNC(=O)c3cccs3)o2)c1	-3.5	2.9	-1.2	-4.4	-2.3	9.2	·	3.0
15	O=C(C[C@H]1C[C@H](C(=O)N2CCCCC2)[C@@]2(CCc3ccccc3)c3[nH]c4ccc(Cl)cc4c3CCN2C1=O)NCc1cccc(C(F)(F)F)c1	0.7	0.3	-2.7	·	-0.2	0.2	-0.4	1.2
16	Cc1cc(NC(=O)CSc2c[nH]c3ccccc23)no1	-7.0	-1.9	4.6	-3.1	2.6	-9.0	0.3	0.0
17	O=C(c1ccncc1)N1CC2(C1)[C@H](c1ccccc1)[C@@H](CO)N2Cc1ccccn1	-27.5	·	·	2.4	·	·	-0.1	7.4
18	Nc1cc(Cl)ccc1N1CCOCC1	·	4.7	-2.3	·	·	2.3	·	3.4
19	CC(C)NC(=O)N1CCCCN2[C@H](CO)[C@@H](c3ccc(C#C[C@H](C)O)cc3)[C@@H]2C1	1.1	58.6	2.3[16.7 µM]	5.5	-1.4	-4.0	-0.4	-1.2
20	O=C(Cc1cccs1)N1CCN=C1SCc1ccc(F)cc1	-31.5	·	·	-3.5	·	·	-0.2	-4.9
21	O=C(Nc1cc(Cl)cc(Cl)c1)N[C@H]1CC[C@@H](CCNS(=O)(=O)c2cccc(F)c2)O[C@H]1CO	8.2	-4.0	·	1.8	1.1	-9.3	-0.5	1.6
22	COc1ccc(NC(=O)C2(C)CCN2Cc2ccc3ccccc3c2)cc1OC (stereo not given)	-7.1	-1.0	-1.7	-3.4	-4.0	5.0	-0.4	-7.4
23	Cc1cccc(NC(=O)c2ccccc2NC(=O)c2ccco2)c1	-11.5	0.1	-1.5	0.8	-3.4	-2.2	·	·
24	CC(C)(C)c1ccc(C(=O)NCc2nnc(SCC(=O)NCC3CCCO3)o2)cc1 (stereo not given)	-8.7	-4.5	·	-2.4	-7.1	-5.5	-0.7	·
25	Cc1noc(C)c1S(=O)(=O)N(C)C[C@@H]1OCCCC[C@H](C)Oc2ccc(NC(=O)Nc3ccc(C(F)(F)F)cc3)cc2C(=O)N([C@H](C)CO)C[C@H]1C	-22.0	2.2	-1.5[16.7 µM]	-1.4	-2.3	-10.5	0.3	-4.9
26	CCN(CC)C1CCN(C(=O)c2cc(COc3ccc(F)cc3Cl)on2)C1 (stereo not given)	-12.8	·	-8.6	-0.4	·	·	6.9	-3.0
27	CCOC(=O)C1=C(C)N=C2SC(C)C(=O)N2C1/C=C/c1ccccc1OC (stereo not given)	·	3.0	-7.3	·	2.5	1.6	·	·
28	CCOC(=O)c1nn(-c2ccccc2Cl)c(=O)cc1OCC(=O)Nc1cccc(OC)c1	-15.8	-0.4	4.7	-3.1	1.4	-7.0	·	·
29	CCOc1cc(/C=N\NC(=O)c2ccc(NC(=O)C(C)(C)C)cc2)ccc1OC(=O)c1ccc(C)cc1	·	0.1	1.1	·	-0.4	-7.0	·	-2.3
30	C/C(=N\N=C1/NC(=O)C(C)S1)c1ccc([N+](=O)[O-])cc1 (stereo not given)	·	-3.8	1.5	·	-3.6	-3.3	1.5	-4.1
31	Cc1ccc(S(=O)(=O)N2CCCC2C(=O)NC2CCCCC2)cc1 (stereo not given)	·	-0.1	-4.6	·	5.6	2.6	·	-9.1
32	CCOC(=O)N1CCN(C(=O)c2cc3cc(Br)ccc3oc2=O)CC1	-16.0	4.2	-0.5	0.3	-0.5	-3.9	·	-0.1
33	Cc1cc(C)n(S(=O)(=O)c2cc(C)c(C)cc2C)n1	·	-0.1	31.9	·	-1.6	-9.8	·	-4.5
34	COCCN1C(=O)C(=O)/C(=C(/O)c2ccc(S(=O)(=O)N3CCOCC3)cc2)C1c1ccc(OC)c(OC)c1 (stereo not given)	15.9	-5.2	·	0.0	-7.3	-7.5	-1.1	11.9
35	Cc1ccccc1CNc1nc(N)n(-c2ccccc2)n1	-15.2	0.7	-4.4	-4.9	-2.4	-3.9	0.0	-3.2
36	O=C(O)/C(=C/c1ccco1)NC(=O)c1ccc(Br)o1	-40.0	0.5	·	-3.5	4.8	-6.6	2.3	·
37	C[C@@]12CCC=C[C@H]1[C@H](c1ccccc1Br)N(Cc1ccccc1)C2=O	-12.1	-0.7	7.1	·	1.5	-24.5	·	-20.4
38	CCCOc1ccc(F)cc1-c1cc(C(=O)NCc2cccc(C(F)(F)F)c2)[nH]n1	5.4	-0.8	-5.3	-2.6	0.5	-6.1	0.2	-4.2
39	CN(C(=O)C1CCC(=O)N(Cc2ccccc2F)C1)C1CCOCC1 (stereo not given)	-9.6	-4.4	-2.3	4.2	0.4	-8.4	·	·
40	COc1cccc(/C=C/C(=O)OCC(=O)N2CCCc3ccccc32)c1	-16.9	-0.8	-2.7	-7.1	-1.5	3.9	0.0	·
41	CC(C)CC(=O)NC(=S)Nc1nc(-c2ccccc2)cs1	·	·	6.4	·	3.0	0.1	0.2	-15.2
42	CCn1ncc([N+](=O)[O-])c1C(=O)Nc1c(C)nn(Cc2ccc(F)cc2)c1C	-5.4	-0.1	4.7	5.5	·	-13.4	0.0	-15.1
43	Oc1ccc(C[C@@H]2CNCCN2CCC23CC4CC(CC(C4)C2)C3)cc1	-14.7	0.0	-1.3	-0.4	2.8	1.0	·	-61.2
44	CCC(=O)N(C)C[C@@H]1Oc2ncc(C#Cc3ccc(OC)cc3)cc2C(=O)N([C@H](C)CO)C[C@H]1C	-25.1	2.7	-1.8[16.7 µM]	1.9	-0.1	-1.7	-0.4	11.6
45	O=C(Nc1ccc(Cl)c(Cl)c1)C1CCCCC1	-7.4	-1.4	-4.9	0.4	-2.1	3.7	-0.2	-2.8
46	CCCCOc1ccc(C(=O)NCCOc2cccc(OC)c2)cc1	-13.7	2.7	5.4	-0.2	6.9	13.8	·	0.9
47	CC(C)(C)NC(=O)C(c1ccc(F)cc1)N(Cc1ccco1)C(=O)CCC(=O)Nc1ccccn1 (stereo not given)	-5.2	3.8	·	-4.5	-3.4	-8.2	-0.1	·
48	O=C(NCCc1ccccc1)C1CCN(C(=O)c2ccc(F)cc2)CC1	-4.2	2.0	-7.0	-3.8	0.8	3.2	·	9.2
49	O=C(NCCCn1ccnc1)c1cc(-c2ccc(Cl)cc2)nc2ccccc12	·	-3.8	3.4	·	-4.1	-5.0	·	1.8
50	O=C(CCNS(=O)(=O)c1ccc(OC(F)(F)F)cc1)N1CCN(S(=O)(=O)c2cccc(F)c2)CC1	-12.8	·	-9.3	3.8	-0.4	-3.5	0.3	-12.3
51	CCOC(=O)c1c(NC(=O)COc2ccc3ccc(=O)oc3c2)sc(C(=O)N(C)C)c1C	-19.2	2.0	-5.4	3.3	0.2	1.3	-4.7	·
52	O=C1C2C3C=CC(C3)C2C(=O)N1c1cccc(-c2nc3ccccc3o2)c1 (stereo not given)	·	-1.1	-3.1	·	1.2	-5.4	·	0.7
53	Cc1nn(Cc2ccccc2Cl)c(C)c1NC(=O)CCCn1nc([N+](=O)[O-])c(Cl)c1C	·	-0.9	·	·	-5.8	4.3	2.0	·

# Some of the entries so far, with one line to a screen:
[51] CCOC(=O)c1c(NC(=O)COc2ccc3ccc(=O)oc3c2)sc(C(=O)N(C)C)c1C
[29] CCOc1cc(/C=N\NC(=O)c2ccc(NC(=O)C(C)(C)C)cc2)ccc1OC(=O)c1ccc(C)cc1

screen / no. | 51 | 29
RAD52 anneal inh | -19.2 | ·
Cneo AK release | 2.0 | 0.1
miR-122 sensor | -5.4 | 1.1
ERAP1 inh | 3.3 | ·
PglD inh | 0.2 | -0.4
RAD54 inh | 1.3 | -7.0
E-selectin induc | -4.7 | ·
PGC1a acetyl inh | · | -2.3

# An excerpt from above in order of heavy-atom count, ascending.
no.	smiles	RAD52 anneal inh	Cneo AK release	miR-122 sensor	ERAP1 inh	PglD inh	RAD54 inh	E-selectin induc	PGC1a acetyl inh
18	Nc1cc(Cl)ccc1N1CCOCC1	·	4.7	-2.3	·	·	2.3	·	3.4
30	C/C(=N\N=C1/NC(=O)C(C)S1)c1ccc([N+](=O)[O-])cc1 (stereo not given)	·	-3.8	1.5	·	-3.6	-3.3	1.5	-4.1
17	O=C(c1ccncc1)N1CC2(C1)[C@H](c1ccccc1)[C@@H](CO)N2Cc1ccccn1	-27.5	·	·	2.4	·	·	-0.1	7.4
47	CC(C)(C)NC(=O)C(c1ccc(F)cc1)N(Cc1ccco1)C(=O)CCC(=O)Nc1ccccn1 (stereo not given)	-5.2	3.8	·	-4.5	-3.4	-8.2	-0.1	·
15	O=C(C[C@H]1C[C@H](C(=O)N2CCCCC2)[C@@]2(CCc3ccccc3)c3[nH]c4ccc(Cl)cc4c3CCN2C1=O)NCc1cccc(C(F)(F)F)c1	0.7	0.3	-2.7	·	-0.2	0.2	-0.4	1.2
